High-throughput results as filed in PubChem BioAssay.
Epigenetic mod: derepresses silenced GFP locus in mouse C127i cells | mouse C127i GFP locus derepression, cytometry, 30 h | 68,000 compounds, 0.09% hits | Potency, µM (doses to about 46.1 µM), without a hit: top-dose GFP derepression (activation) | AID 597; further: % of control where 0% means no effect
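Read-out is the number of GFP-positive cells, scored as fluorescent objects 20 to 120 um wide, reflecting derepression of a silenced CMV-GFP reporter in murine C127i cells after 30 h compound exposure at 37 C.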
BRCT inh green: BRCA1 BRCT-phosphoprotein interaction inhibition. P38398. AID 875. BRCA1 BRCT-phosphopeptide binding, green fluorescence polarization. Potency, µM (top dose mostly 76.9 µM), without a hit: at the highest dose activity change, negative = inhibition, hits mostly inhibitors. 75,000 compounds, 0.05% hits;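 further: potency means the concentration at half of the fitted maximal effect; plate controls were peptide without protein for full effect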
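Fluorescence polarization: His-tagged BRCT (~35 kDa BRCA1 C-terminus, 250 nM) bound to 100 nM fluorescein-labeled phosphorylated 10-aa BACH1 peptide, pH 7.3 phosphate buffer with DTT and Tween 20. Compounds incubated 12 min at room temperature; inhibition read as lowered polarization.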
Casp1 inh: caspase-1 (human) inhibition, allosteric or competitive | Caspase-1 enzyme, Ac-WEHD-AFC fluorogenic rate | Potency, µM (doses to about 57.5 µM), for the others: at the top dose activity change, negative = inhibition, most hits filed as inhibitors | 75,000 compounds, 0.03% hits | AID 900;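 further: potency means the concentration at half of the fitted maximal effect; plate controls were vehicle for no effect and no substrate for full effect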
Target sequence (P29466 120-297 limits assumed): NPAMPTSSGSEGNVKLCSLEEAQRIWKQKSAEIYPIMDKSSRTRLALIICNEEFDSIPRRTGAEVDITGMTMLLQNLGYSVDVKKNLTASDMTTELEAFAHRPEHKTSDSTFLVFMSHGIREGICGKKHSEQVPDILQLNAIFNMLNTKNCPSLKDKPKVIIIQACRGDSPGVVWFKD
Target sequence (P29466 317-404 limits assumed): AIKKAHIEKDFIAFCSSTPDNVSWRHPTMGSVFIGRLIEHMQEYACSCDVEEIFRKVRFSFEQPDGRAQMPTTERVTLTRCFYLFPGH
Fluorescein fluor: compound fluoresces in the fluorescein spectral region; Compound autofluorescence, 480/540 nm, fluorescein-equivalent; stronger effect = higher value; max fluorescein-equivalent concentration, M; 59,000 compounds, 0.91% hits; AID 593; in the data active means max fluorescein-equivalent concentration above about 10 nM; inconclusive means between about 1.1 nM and that limit
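Library compounds, added at multiple concentrations to pH 8.0 Tris buffer (100 mM), incubate 15 min at room temperature before CCD imaging at 480 nm excitation and 540 nm emission.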
HEK293 cAMP ctrl: counter-screen for TSHR agonists: cAMP increase in parental HEK293 | parental HEK293 CNG cAMP sensor, membrane potential fluorescence | Potency, µM (titrated, usually from 57.1 µM), inactives show at the top dose activation, usual class: activators | 73,000 compounds, 2.5% hits | AID 938; further: potency means the concentration at half of the fitted maximal effect; % of control where 0% means no effect; nearly all actives have a fitted effect of over 55% in size
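Parental HEK 293 cells stably expressing a modified CNG channel (no TSHR) report cAMP rise as membrane depolarization. Membrane potential dye with 100 uM RO 20-1724 was loaded for 60 min at room temperature, then compound added for 30 min; fluorescence read at 590 nm.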
A350 fluor: compounds fluorescent in Alexa 350 spectral region | AID 590 | Compound autofluorescence, 340/450 nm, Alexa 350 dye-equivalents; stronger effect = higher value | 59,000 compounds, 11% hits | max dye-equivalent concentration, M; in the data active means max dye-equivalent concentration above about 10 nM; inconclusive means mostly about 1.1 nM to 9.6 nM
Caspase-7 inhib: blocks human caspase-7 allosterically or competitively. P55210. recombinant caspase-7, Ac-DEVD-AFC fluorescence rate. Potency, µM (doses to about 57.5 µM), inactives show top-dose activity change, negative = inhibition, actives largely listed as inhibitors. 75,000 compounds, 0.02% hits. AID 889; active means well fitted inhibition curve with a large enough effect in the main read-out, with a control signal flat, not every such curve was filed as active; inconclusive means small, poorly fitted or top-dose-only effect, or a change in a side signal; further: potency means the concentration at half of the fitted maximal effect; % of control where 0% means no effect
Target sequence (P55210 24-198 limits assumed): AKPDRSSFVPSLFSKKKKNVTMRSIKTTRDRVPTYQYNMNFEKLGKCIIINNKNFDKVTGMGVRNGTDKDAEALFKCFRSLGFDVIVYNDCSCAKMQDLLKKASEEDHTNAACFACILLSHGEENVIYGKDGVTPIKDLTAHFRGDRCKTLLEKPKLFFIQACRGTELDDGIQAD
Target sequence (P55210 207-303 limits assumed): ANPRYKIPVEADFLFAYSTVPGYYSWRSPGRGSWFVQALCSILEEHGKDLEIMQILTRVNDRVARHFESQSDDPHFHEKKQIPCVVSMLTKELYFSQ
Ub-GFP proteasome: proteasome inhibitors stabilizing ubiquitin-GFP reporter; Ubiquitin-GFP reporter cells, proteasome inhibition, GFP fluorescence; response scale: untreated = 0%, 10 µM MG-132 = 100%; Potency, µM (doses to about 45.9 µM), inactives show at the top dose activation (GFP accumulation), usual class: activators; 67,000 tested, under 10 active; AID 526; active means well fitted activation curve with a large enough effect, not every such curve was filed as active; inconclusive means small, poorly fitted or top-dose-only effect, or another doubt; inactive means no such curve, though single readings can be large or run the other way; further: potency means the concentration at half of the fitted maximal effect
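Proteasome blockade was scored as a rise in GFP-expressing U2OS cells carrying a ubiquitin(G76V)-GFP construct, imaged after 4 hr compound treatment at 37 °C across a 46 uM–2.9 nM series.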
USP2a inh: USP2a (human) protease inhibition; O75604; USP2a enzymatic assay, qHTS inhibition; Potency, µM (doses to about 38.3 µM), for inactives: top-dose activity change, negative = inhibition, hits mostly inhibitors; 60,000 compounds, 0.1% hits;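 further: potency means the concentration at half of the fitted maximal effect; nearly all actives have a fitted effect of over 60% in size; plate controls were DMSO for no effect and NEM full inhibition control for full effect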
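Coupled readout: USP2-cleaved Ub-PLA2 (20nM final) turns over NBD C6-HPC (20uM final), Ex 460nm/Em 535nm after 2.5 h, time-zero read flagging artifacts. Enzyme (20nM final, pH 8.0 Tris) given 30 min RT with compound first; NEM defines full inhibition.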
4MU fluor: 4-MU region autofluorescence; AID 589; compound autofluorescence, 340/450 nm, 4-MU equivalents; stronger effect = higher value; max dye-equivalent concentration, M; 59,000 compounds, 11% hits; in the data active means max dye-equivalent concentration above about 10 nM; inconclusive means mostly about 1.1 nM to 9.6 nM
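Intrinsic fluorescence at 340/450 nm (ex/em) was read after 15 min at room temperature in pH 8.0, 100 mM Tris. Each compound concentration expressed as 4-MU-equivalent concentration from a six-point 4-MU standard series on each plate.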
BRCT inh red: disrupts BRCA1 BRCT binding to phosphoprotein, red fluorophore readout; Potency, µM (titrated, usually from 76.9 µM), for the others: at the top dose activity change, negative = inhibition, most hits filed as inhibitors; AID 892; 75,000 compounds, 0.03% hits; P38398; BRCT-phosphopeptide binding, red fluorescence polarization; further: on the % scale 0 is the no-effect control and ±100 the full control effect
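Fluorescence polarization: 100 nM His-tagged BRCA1 BRCT with 100 nM TAMRA-labelled phospho-BACH1 decapeptide, phosphate buffer pH 7.3 with 150 mM NaCl, DTT, 0.01% Tween 20; 12 min RT. Binding inhibition seen as FP decrease.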
Numbers without * were called inactive; i = inactive; ? = inconclusive; / = not tested or not shown; [ ] = dose if it differs, or a comment. Unless noted, the call rests on the fitted dose curve; in most records, active means well fitted curve in the direction sought with a large enough effect; inconclusive means small, poorly fitted or top-dose-only effect, or another doubt; inactive means no such curve, though single readings can be large; an effect the other way counts as inactive or inconclusive. Not all compounds are listed. The share of hits here may be higher or lower than overall.

| SMILES | Epigenetic mod | BRCT inh green | Casp1 inh | Fluorescein fluor | HEK293 cAMP ctrl | A350 fluor | Caspase-7 inhib | Ub-GFP proteasome | USP2a inh | 4MU fluor | BRCT inh red |
| --- | --- | --- | --- | --- | --- | --- | --- | --- | --- | --- | --- |
| COc1ccc(C2=NOC(C(=O)NC3CCCCC3)C2)cc1OC (stereo not drawn) | 2% | 0.0% | 2% | i | 27% | ? | 0% | -7% | -8% | i | 0.3% |
| C/C(=N/NC(=O)c1ccncc1)c1ccccc1Cl | 0%[9.22 µM] | -0.8%[15.4 µM] | 4%[11.5 µM] | ? | -2%[11.4 µM] | i | 2%[11.5 µM] | 1%[9.17 µM] | / | i | -1.0%[15.4 µM] |
| Cn1c(SCC(=O)c2ccc(F)cc2)nc2cccnc21 | -1% | 0.0% | -1% | ? | 20% | ? | -1% | 3% | 7% | i | -1.4% |
| Cc1cccn2c(=O)c3cc(C#N)c(=O)n(-c4c(C)n(C)n(-c5ccccc5)c4=O)c3nc12 | 2% | -0.9% | -8% | i | -11% | 4.3e-08M* | -8% | 0% | -5% | 3.2e-08M* | 0.1% |
| O=c1cc(-c2ccccc2)oc2cc(O)cc(O)c12 | -1%[20.6 µM] | -0.4% | 1% | ? | 2%[25.6 µM] | i | -3% | 3%[20.5 µM] | 17% | i | -0.7% |
| O=C(Nc1ccon1)c1ccc(S(=O)(=O)N2CCCCCC2)cc1 | 6% | -1.3% | 2% | ? | 16% | i | 0% | 4% | -1% | i | -1.0% |
| c1ccc(OCCOc2ncnc3ccccc23)cc1 | 0% | -0.9% | 2% | i | ? | i | 1% | 18% | -2% | i | 0.6% |
| Cn1c(=O)c2c(n(Cc3ccccc3)c1=O)NC(=O)C2CC(=O)N1CCc2ccccc2C1 (stereo not drawn) | 0% | -3.0% | -1% | ? | 10% | ? | -3% | 2% | 18% | i | -1.0% |
| CC(NC(=O)OC(C)(C)C)C(=O)N1CCCC1C(=O)NC(Cc1ccccc1)C(N)=O (stereo not drawn) | 2% | 1.1% | 1% | i | 4% | i | 7% | 2% | 0% | i | 0.6% |
| O=C(c1ccco1)N1CCN(c2ccc(Cl)cc2)CC1 | 3% | -0.8% | -1% | i | 0% | i | -1% | 6% | 1% | i | 0.5% |
| O=[N+]([O-])c1cc(Cl)cc2c1nc(NCCO)c1ccccc12 | -1%[9.22 µM] | -1.6%[15.4 µM] | 4%[11.5 µM] | ? | 1%[11.4 µM] | i | -1%[11.5 µM] | -5%[9.17 µM] | / | i | -0.5%[15.4 µM] |
| CCCOc1ccc(C2C(C(=O)c3ccco3)=C(O)C(=O)N2CCCn2ccnc2)cc1 (stereo not drawn) | 2% | -0.2% | -1% | ? | 0% | i | 0% | 7% | 15% | i | 0.0% |
| c1ccc(C2CC(c3cccs3)n3nnnc3N2)cc1 (stereo not drawn) | 6% | -0.6% | -1% | i | 10% | i | 0% | 6% | 2% | i | -1.2% |
| O=C(NCC1CCCO1)C1CCCN(S(=O)(=O)c2cccc3nsnc23)C1 (stereo not drawn) | 3% | -2.3% | -2% | i | ? | i | -3% | 1% | -13% | i | 1.1% |
| COc1ccc(-c2noc(C3CCCN(C(=O)CCc4ccccc4)C3)n2)cc1 (stereo not drawn) | 0% | 0.7% | 0% | ? | 25µM* | i | -3% | 5% | 4% | i | 1.0% |
| Cn1c(=O)c2c(SCc3cccnc3)nc(C3CC3)nc2n(C)c1=O | / | 14% | 1% | / | 7% | / | -4% | 15% | / | / | 0.0% |
| CCCC(=O)NCc1nc2ccccc2n1C | 2% | -0.2% | -2% | i | -4% | 1.1e-08M* | 0% | -10% | 4% | 1.4e-08M* | -0.2% |
| CC(C)[C@H](NC(=O)OCc1ccccc1)C(=O)N[C@H](C=O)Cc1ccccc1 | -1% | -3.3% | 3% | ? | 15% | i | 0% | -3% | 18% | i | -1.7% |
| c1cnc(-c2nnc3n2CCCCC3)cn1 | -1% | -0.3% | 3% | i | -4% | i | 1% | 7% | -10% | i | -0.2% |
| N#Cc1cc2c(nc1SCc1cccnc1)CCCCC2 | 0% | 3.9% | -2% | i | 10µM* | i | 1% | -6% | -6% | i | -0.8% |
| CC1N=C2c3ccccc3N=C(SCc3cc(=O)n4cc(Cl)ccc4n3)N2C1=O (stereo not drawn) | 0% | -0.8% | -1% | i | 6% | 3.3e-08M* | -3% | 1% | 24% | 3.4e-08M* | -0.1% |
| C=CCc1cc(C)cc(C)c1OCCn1cncn1 | 3% | 0.4% | -1% | ? | 7% | i | 0% | -6% | 5% | i | 0.3% |
| Cc1nc(C2CC(=O)OC23CCCCC3)cs1 (stereo not drawn) | -2% | -0.8% | -2% | / | 8% | / | -1% | -7% | 3% | / | -0.5% |
| Cc1ccccc1C(=O)Nc1ccc(S(=O)(=O)N2CCN(C)CC2)cc1 | 3% | -0.7% | -1% | i | 6% | i | 0% | 2% | 1% | i | 0.9% |
| Clc1cccc(CSc2nnc(-c3ccccn3)n2Cc2ccco2)c1 | 3% | 1.1% | 0% | i | 2% | i | 1% | -4% | 13% | i | 1.6% |

A portion from further up, as a working copy:
| SMILES | Epigenetic mod | BRCT inh green | Casp1 inh | Fluorescein fluor | HEK293 cAMP ctrl | A350 fluor | Caspase-7 inhib | Ub-GFP proteasome | USP2a inh | 4MU fluor | BRCT inh red |
| --- | --- | --- | --- | --- | --- | --- | --- | --- | --- | --- | --- |
| Cc1ccccc1C(=O)Nc1ccc(S(=O)(=O)N2CCN(C)CC2)cc1 | 3% | -0.7% | -1% | i | 6% | i | 0% | 2% | 1% | i | 0.9% |
| Clc1cccc(CSc2nnc(-c3ccccn3)n2Cc2ccco2)c1 | 3% | 1.1% | 0% | i | 2% | i | 1% | -4% | 13% | i | 1.6% |

More records:
Results follow in this order: Epigenetic mod, BRCT inh green, Casp1 inh, Fluorescein fluor, HEK293 cAMP ctrl, A350 fluor, Caspase-7 inhib, Ub-GFP proteasome, USP2a inh, 4MU fluor, BRCT inh red
N#CCCCCN1c2cccc3cccc(c23)S1(=O)=O
→ 1%, 1.6%, -9%, ?, 12%, 1.9e-07M*, -9%, 5%, 19%, 1.3e-07M*, 0.0%
O=C(OCN1C(=O)c2ccccc2C1=O)c1ccco1
→ -4%, -3.3%, -1%, /, 7%[11.4 µM], /, 1%, 19%[9.17 µM], -7%[7.66 µM], /, -3.5%
CC(C)c1c(O)nc(SCC(=O)Nc2ccc3c(c2)CCC3)[nH]c1=O
→ 0%, 1.7%, -1%, i, 0%, i, -2%, -4%, 142%, i, -2.3%
CNc1ccccc1C(=O)OCC(=O)c1ccccc1
→ /, -0.7%[15.4 µM], -1%[11.5 µM], /, -1%[11.4 µM], /, -1%[11.5 µM], /, /, /, 1.9%[15.4 µM]
Cc1[nH]c(=O)[nH]c(=O)c1NC(=O)c1cccs1
→ 0%, 3.1%, 1%, ?, -3%, i, 0%, 0%, -3%, i, 1.5%
O=C(CN1C(=O)c2cccc3cccc1c23)N1CCN(c2cccc(Cl)c2)CC1
→ 0%, 0.3%, -3%, ?, 12%, 7e-08M*, -2%, 0%, 5%, 7e-08M*, 0.2%
CCC(=O)Oc1ccc2c(C)cc(=O)oc2c1C
→ -1%, 0.5%, -12%, /, -9%, /, -21%, -13%, 11%, /, -0.1%
COc1ccccc1NC(=O)c1nnn(Cc2ccccc2)c1NC(C)=O
→ 4%, 0.6%, 2%, i, 3%, i, 1%, 7%, -3%, i, -3.1%
Cc1cc(Br)c2c(c1)=C(c1sc(N3CCCCCC3)nc1O)C(=O)N=2
→ 0%, -0.8%, -1%, ?, -27%, i, -2%, -7%, 7%, i, 1.3%
COc1cc(C(=O)Nc2nnc(C)s2)cc(OC)c1OC
→ /, 0.5%, -6%, /, 9%, /, 1%, -4%, /, /, -3.4%
c1cnc(N2CCN(Cc3ccc4c(c3)OCO4)CC2)nc1
→ -1%, -0.8%, 3%, ?, 16%, i, 2%, 13%, 51%[activator][17.1 µM], i, -0.2%
COc1cccc(C(=O)NCc2cn3ccsc3n2)c1
→ /, -1.6%, 2%, /, 10%, /, -1%, 9%, /, /, -0.9%
CCC(=O)N1CCc2cc(S(=O)(=O)NCCC(=O)Nc3cc(C)cc(C)c3)ccc21
→ 3%, -0.4%, 1%, i, -2%, i, 4%, 3%, 22%, i, -0.2%
CC(C)NC(=O)NC(=O)CSc1ncc(C(F)(F)F)cc1Cl
→ 0%, -2.6%, -1%, i, -9%, i, 0%, 3%, -1%, i, -2.4%
Cn1c(=O)[nH]c(=O)c2c1nc(CN1CCN(c3cccc(Cl)c3)CC1)n2CCN1CCOCC1
→ -1%, -0.7%, 1%, i, 1%, i, -5%, 6%, 39%[activator], i, -0.1%
CSc1cccc(NC(=O)c2c(Cl)cnn2C)c1
→ 0%, 1.2%, -1%, i, 7%, i, -2%, -2%, 4%, i, 0.5%
